PKA-R2B activ: activators of human PKA-R2B complex | PKA-R2B holoenzyme dissociation, Cy5-IP20 fluorescence polarization; R2B truncated from residue 108, S112A mutant; 0% DMSO only, 100% 113 µM cGMP | activation, % at 11.4 µM | actives 0.079% (n = 340,000) | AID 504700;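 active = activation above a cutoff set at the mean over all compounds plus 3 SD, cut at about 18% in these data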;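 also: higher means more holoenzyme dissociation and a rise in polarization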
OPRM1-OPRD1 ag: OPRM1-OPRD1 heterodimerization agonism; activation, % at 9.3 µM; actives 0.3% (n = 340,000); P35372+P41143; cells, luminescence; AID 504326; in the data active = activation above about 18%;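 also: 0% = vehicle-treated cells and 100% = reference agonist; values of inactives mirror those of a sister screen read the other way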
Arrestin-AP2 inh: blocks beta-arrestin peptide binding to AP2 adaptin; actives 0.31% (n = 340,000); FITC-arrestin peptide / GST-AP2 beads, flow cytometry; AP2 beta2 appendage carries R879A mutation; inhibition, % at 10 µM;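 active = inhibition above a set limit, near 3 SD of compounds lacking own fluorescence, cut at about 54% in these data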;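 also: plate controls were DMSO wells for no effect and 5 µM unlabelled arrestin peptide for full effect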
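Assay system: GST-AP2 R879A bound to glutathione beads, E. coli-expressed; Medium: PBS with 0.05% Tween 20 and 0.1% BSA; Also added: fluorescein-tagged arrestin peptide at 50 nM final; Timing: 12 min plus 1 h, RT; Measured by: flow cytometry, FL1 (488/535 nm); Evaluation: percent drop in bead-associated FITC signal.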
DAGLB inh: diacylglycerol lipase beta (human) inhibition; Q8NCG7; HEK293T DAGLB membrane lysate, EnzChek fluorogenic substrate; inhibition, % at 5.17 µM; actives 0.059% (n = 340,000); in the data active = inhibition above about 34%;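 also: 0% = enzyme with vehicle and 100% = wells lacking enzyme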
DSG3 Ab inh: blocks pemphigus antibody binding to human desmoglein-3. binding (percent of control), % at 10 µM. AID 588358. DSG3-coupled beads, scFv-anti-DSG3-GFP binding, flow cytometry; stronger effect = lower value. P32926. actives 0.48% (n = 310,000);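 active = binding more than 3 SD below its plate's average and above zero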;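 also: hits lower antibody fragment binding to DSG3; some compounds called inactive have numbers as strong as hits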
Target sequence (P32926 whole entry, looked up, the tested form may be a part): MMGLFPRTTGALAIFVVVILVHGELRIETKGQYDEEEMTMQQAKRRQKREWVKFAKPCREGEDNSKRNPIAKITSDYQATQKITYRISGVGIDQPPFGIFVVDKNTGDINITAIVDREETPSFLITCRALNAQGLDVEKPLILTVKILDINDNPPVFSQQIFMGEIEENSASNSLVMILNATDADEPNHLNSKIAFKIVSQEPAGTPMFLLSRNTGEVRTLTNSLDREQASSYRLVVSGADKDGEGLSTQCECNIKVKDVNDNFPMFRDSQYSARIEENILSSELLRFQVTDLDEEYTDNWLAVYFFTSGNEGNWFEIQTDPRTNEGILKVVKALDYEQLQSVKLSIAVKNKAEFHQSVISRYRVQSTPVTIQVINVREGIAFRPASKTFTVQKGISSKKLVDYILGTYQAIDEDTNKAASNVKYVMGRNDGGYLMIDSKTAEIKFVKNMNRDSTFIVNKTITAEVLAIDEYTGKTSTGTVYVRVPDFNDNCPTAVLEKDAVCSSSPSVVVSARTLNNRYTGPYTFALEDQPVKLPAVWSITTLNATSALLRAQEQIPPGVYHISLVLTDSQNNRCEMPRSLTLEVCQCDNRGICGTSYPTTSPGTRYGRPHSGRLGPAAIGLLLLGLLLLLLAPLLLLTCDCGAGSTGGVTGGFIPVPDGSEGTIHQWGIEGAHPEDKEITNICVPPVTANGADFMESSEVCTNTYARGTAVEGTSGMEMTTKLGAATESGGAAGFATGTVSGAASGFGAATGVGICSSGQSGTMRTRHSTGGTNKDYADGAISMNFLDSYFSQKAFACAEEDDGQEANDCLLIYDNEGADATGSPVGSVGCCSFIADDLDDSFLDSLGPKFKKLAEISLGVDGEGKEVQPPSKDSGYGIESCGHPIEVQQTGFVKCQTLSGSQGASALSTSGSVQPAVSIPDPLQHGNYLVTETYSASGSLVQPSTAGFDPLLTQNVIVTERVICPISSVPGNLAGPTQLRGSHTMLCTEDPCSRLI
HTR5A inv ag: HTR5A inverse agonism, opioid heterodimer counter-screen | P47898 | actives 0.083% (n = 340,000) | inhibition, % at 9.3 µM | HTR5A cell line, luminescence; in the data active = inhibition mostly above about 23%, no sharp cut-off; inactive = mostly below about 18%;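 also: 0% = cells with DMSO and 100% = no-cell wells with DMSO; some compounds called inactive have numbers as strong as hits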
V-ATPase pHluor: yeast V-ATPase proton transport regulation by pHLuorin. S. cerevisiae, pHLuorin cytosolic pH fluorescence. response, % at 10 µM. actives 0.37% (n = 350,000). AID 504577; in the data active = response mostly above about 7.3%, no sharp cut-off; inactive = mostly below about 5.4%; also: actives read high; inactives centre near 0; some compounds called inactive have numbers as strong as hits; reference of the scale not given here
MOR-DOR inv ag: inverse agonists of human mu-delta opioid receptor heterodimerization | AID 504357 | cell-based MOR-DOR heterodimer luminescence, inverse agonism | actives 0.21% (n = 340,000) | inhibition, % at 9.3 µM; in the data active = inhibition above about 22%, passing the limit was not always enough;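 also: 0% = cells with DMSO and 100% = wells without cells with DMSO; values of inactives mirror those of a sister screen read the other way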
PKA-R1A act: activators of PKA-R1A complex; PKA-R1A dissociation, Cy5-IP20 fluorescence polarization; scaled: DMSO 0%, 113 µM cGMP 100%; activation, % at 11.4 µM; actives 0.083% (n = 340,000); AID 504707;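 active = percent activation above the mean of all tested compounds plus 3 SD, cut at about 19% in these data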;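 also: higher means more PKAc released from R1A so a rise in polarization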
HTR5A ag ctr: HTR5A agonism, opioid heterodimer counter-screen; P47898; HTR5A agonist assay, luminescence, cell-based; activation, % at 9.3 µM; actives 0.61% (n = 340,000); in the data active = activation mostly above about 9.5%, no sharp cut-off; inactive = mostly below about 7.6%;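 also: 0% = cells with vehicle only and 100% = reference agonist; strong numbers were not always called active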
* hit, by the source's call; · = not tested or not shown; & = joins results of further samples. Not a hit list; about 2.4% have a hit in one of these screens.

compound,PKA-R2B activ,OPRM1-OPRD1 ag,Arrestin-AP2 inh,DAGLB inh,DSG3 Ab inh,HTR5A inv ag,V-ATPase pHluor,MOR-DOR inv ag,PKA-R1A act,HTR5A ag ctr
CC(NC(=O)CSc1n[nH]c(=O)n1C1CC1)C12CC3CC(CC(C3)C1)C2 (configuration not stated),6.1,-1.4,4.3,-1.2,102.0,-2.4,1.9,8.7,11.1,-1.8
Cc1cccc(C)c1OCC(=O)Nc1cc(Cl)ccc1-n1cncn1,-7.6,0.9,25.9,-3.6,103.8,-7.8,-2.7,-6.1,-15.2,-1.9
CC(=O)Nc1ccc(NC(=O)CN(c2cccc([N+](=O)[O-])c2)S(C)(=O)=O)cc1,2.3,0.1,13.8,-0.6,96.7,5.6,-1.2,-0.4,-7.2,-1.9
Cc1ccc(C(=O)Nc2ccccc2C(=O)N2CCN(c3ccccc3)CC2)cc1,3.7,-2.2,13.1,-6.9,118.7,-11.8,-5.3,12.8,7.5,3.2
CCOC(=O)c1c(NC(=O)CSc2nnc(C)s2)sc2c1CCC(CC)C2 (configuration not stated),-4.8,-2.7,1.8,-10.9,·,2.2,-7.0,16.4,-4.8,-0.8
O=C(N/N=C/c1cccc2ccccc12)c1cccc(F)c1,-2.2,4.2,-12.9,-6.1,106.9,-0.1,-1.5,-13.6,-4.5,5.8
O=C(O)COc1ccccc1/C=N/NC(=O)Cc1ccccc1,3.7,-2.5,-0.1,-0.5,105.8,10.0,2.2,11.7,-2.9,-2.7
O=C(c1ccccc1)N1CCN(c2ccc(N3CCOCC3)nn2)CC1,12.9,-1.8,-14.3,-4.5,105.2,-12.5,-1.1,9.9,10.7,5.0
NC(N)=N/N=C/c1ccc(OCc2ccc(Cl)cc2)cc1,-14.6,8.9,16.8,5.6,117.0,3.2,-2.2,-53.4,-1.6,-1.4
CC(C)N(C(=S)NC1CC2CCC1C2)c1ccccc1 (configuration not stated),2.7,3.0,8.8,-5.2,97.2,2.4,-0.2,-16.6,0.1,-0.9
CCN(CC)C(=O)c1cnn(-c2ccccc2)c1NC(=O)c1ccccc1F,6.6,-0.7,3.5,-2.1,·,-19.4,-0.1,3.9,-5.6,2.7
COc1ccc(C2CC(c3cc(OC)ccc3OC)n3nnnc3N2)cc1 (configuration not stated),-7.6,-4.2,-1.6,-0.6,99.5,-2.7,3.0,22.7,-7.7,1.0
CC(NC(=O)C1CCN(C(=O)Nc2ccccc2)CC1)c1ccc(Cl)cc1 (configuration not stated),-12.6,2.1,-1.6,0.1,102.4,3.1,6.0,-8.9,3.2,-1.2
COc1cccc(/C=C/C(=O)OCC(=O)c2ccc(S(=O)(=O)N3CCCCC3)cc2)c1OC,4.1,-5.7,5.7,-9.9,109.0,13.4,11.5,31.3*,8.6,-5.3
CC(C)(C)NS(=O)(=O)c1ccc(CCC(=O)NCc2ccco2)cc1,-4.4,-0.5,28.6,-0.1,102.8,-25.7,-0.5,2.6,2.8,-1.5
CC1=C(C(=O)NCc2ccco2)C2(CCC(C)CC2)OC1=O (configuration not stated),11.6,-0.2,6.1,0.9,100.2,-3.0,1.8,1.1,-2.1,1.8
COc1ccc(-c2cnnn2-c2ccc([N+](=O)[O-])cc2)cc1,-0.6,1.6,18.5,-5.3,90.3,8.7,-0.4,-9.8,-2.4,-0.5
Cc1ccnc(NC(=S)NC(=O)/C=C/c2ccco2)c1,7.9,-1.1,5.7,1.8,91.4,0.6,-2.7,5.5,3.6,-0.2
O=S(=O)(c1ccc(F)cc1)N1CCN(C(=S)NCc2ccco2)CC1,4.4,0.1,28.5,0.4,99.2,3.7,-3.4,-0.7,-10.0,-1.1
CCCNC(=O)COc1ncnc2sc(C)c(C)c12,-5.9,-2.8,30.2,-2.9,101.2,-15.6,0.8,12.4,-4.0,-1.0
Cn1c(=O)cc(OCCCC(=O)NCc2ccco2)c2ccccc21,-5.5,-1.8,18.9,-0.7,99.3,-4.8,3.2,8.8,-2.9,-0.3
O=C(NNc1ncnc2ccccc12)c1cccc(Cl)c1,11.8,-1.0,-14.6,1.6,90.7,10.5,-3.4,5.0,4.3,0.6
Cc1cc(NC(=O)c2cccc3c2C(=O)N(C2CCCCC2)C3)ccc1Br,-0.8,-1.4,9.6,-0.2,99.5,-18.6,-8.6,7.3,-1.2,8.1
CCN(Cc1ccccc1)C(=O)CCS(=O)(=O)c1cc2c(cc1Cl)NC(=O)CO2,-6.8,-0.6,-0.7,3.7,98.8,-22.2,5.4,3.6,-0.5,7.3
CCCCCCCC(=O)NC1=NC(=O)C(C)(C)S1,-7.9,-0.4,4.0,-1.4,110.5,4.4,0.5,2.0,-4.8,0.9
O=c1c2ccccc2n(Cc2ccc(F)cc2)c(=O)n1C1CCCC1,-3.9,2.2,-4.4,19.5,107.6,10.2,-0.5,-11.1,-11.4,-4.7
C/C(N)=C(/C#N)C(=O)COC(=O)c1cc(-c2ccc(Br)cc2)nc2ccccc12,2.1&2.2,1.7&1.5,15.9&-0.4,-3.0&-3.6,96.0,9.9&-2.4,-1.0&3.3,-8.5&-7.5,-1.3&2.5,-2.5&2.9
Cc1ccc(N2CC(C(=O)N3CCN(c4ccccc4)CC3)CC2=O)cc1 (configuration not stated),2.8,1.1,35.4,1.3,97.1,-9.1,-1.9,-6.9,-5.9,3.9
CCCC(C)NC(=O)CN1C(=O)NC2(CCc3ccccc32)C1=O (configuration not stated),-0.8,1.5,-0.8,-1.2,111.1,5.9,-0.8,-6.3,-3.9,-2.3
COc1ccc(NC(=O)c2ccco2)cc1NC(=O)COc1ccccc1[N+](=O)[O-],3.9,-2.2,-7.9,0.7,99.6,6.5,0.8,12.3,1.7,6.1
O=C(c1cccs1)N1C[C@H](O)[C@@H](n2cc(C3CC3)nn2)C[C@@H]1c1ccccc1,-6.5,·,·,-2.7,96.2,·,0.6,·,-4.2,·
CCOC(=O)c1cnc2cc(-c3ccc(C(C)(C)C)cc3)nn2c1N,-4.2,-0.2,0.7,-0.4,127.4,-21.9,1.1,1.4,-7.0,2.5
C=CCOc1cc(C)nc(-c2ccccc2O)n1,-5.4,7.6,1.9,-8.2,104.6,1.8,0.1,-41.4,1.1,2.9
CCC(=O)Nc1ccc(S(=O)(=O)Nc2nccs2)cc1,-2.1,-0.9,1.7,0.5,110.9,-12.0,0.0,4.6,0.0,-5.4
CC(c1nccs1)N(C)c1nc2nonc2nc1NC1CC1 (configuration not stated),4.9,0.8,10.2,2.4,87.1,-2.1,2.4,-4.3,-7.3,-1.6
COc1ccc(C(CC(=O)c2ccccc2)S(=O)(=O)c2ccc(C)cc2)cc1 (configuration not stated),-5.4,1.4,9.1,-4.0,101.0,-30.4,2.1,-7.6,2.3,4.0
Cc1ccc(S(=O)(=O)Nc2ccc3c(c2)C(=O)N([C@H](C)CO)C[C@H](C)[C@@H](CN(C)Cc2ccccc2)O3)cc1,-4.3,1.3,3.7,0.7,98.4,13.6,1.2,-7.8,-0.8,0.6
CCN(Cc1cc(=O)[nH]c2ccccc12)C(=O)c1ccc(C)cc1,-6.5,-2.2,44.8,2.0,101.7,-0.3,-6.7,11.7,1.4,0.1
CCc1cccc(NS(=O)(=O)c2c(C)n[nH]c2C)c1,0.6,-1.0,5.0,-5.3,97.3,7.0,-1.5,5.5,1.1,2.9
O=C(NCc1ccc(Cl)cc1)NCc1ccc(Cl)cc1,-2.8,-1.7,5.9,-0.1,106.3,-2.1,1.5,9.4,0.5,0.8
Nn1c(SCc2ccccc2)nnc1-c1ccco1,-9.1,1.1,-7.9,-0.9,110.0,-29.0,0.2,-5.9,1.8,10.4
Cc1c(C(=O)N2CCN(c3ccccn3)CC2)oc2c(F)cccc12,-17.9,-2.3,0.3,-10.7,111.1,-16.1,-2.7,11.8,-13.9,0.8
Cc1oc2c(c(C)cc3oc(=O)c(CC(=O)NCCCO)c(C)c32)c1C,-9.3,-2.2,9.2,-0.2,103.7,7.2,1.3,10.4,-3.7,-1.9
COc1cc(/C=N/NC(=O)C2(O)c3ccccc3-c3ccccc32)ccc1O,-6.4,-1.7,6.3,0.5,106.1,6.9,6.9,9.0,5.5,3.9
COc1ccc(NC(=O)CN(C)C(=O)c2cnc(Cl)c(Cl)c2)cc1,-0.6,-2.9,-23.1,-0.2,·,-11.2,-3.8,18.0,-11.3,-4.0
COc1cc2cc(CCCO)oc(=O)c2cc1OC,3.3,-2.4,-4.7,-1.2,103.2,-0.8,0.5,12.9,3.5,0.3
CN1CCN(C2CCCCC2NS(=O)(=O)c2ccc(Cl)cc2)CC1 (configuration not stated),5.9,-0.9,32.1,0.9,·,5.1,-1.2,4.7,-0.4,-1.4
O=C(/C=C/c1cccc(C(F)(F)F)c1)NNC(=O)c1ccncc1,4.9,-5.0,10.6,-1.5,102.2,4.8,-5.1,24.6,-2.1,-3.0
COc1cc(C(=O)Nc2nnc(CC(C)(C)C)s2)c([N+](=O)[O-])cc1OC,5.8,-2.9,20.5,0.9,102.7,8.1,-1.4,16.2,-7.9,-2.4
COC(=O)c1cc(S(=O)(=O)N2CCN(c3ccccc3)CC2)c[nH]1,-5.3,-1.1,0.2,1.3,105.3,13.7,-0.5,6.6,0.4,-4.5

6 records drawn at random from the list so far, as already listed:
compound,PKA-R2B activ,OPRM1-OPRD1 ag,Arrestin-AP2 inh,DAGLB inh,DSG3 Ab inh,HTR5A inv ag,V-ATPase pHluor,MOR-DOR inv ag,PKA-R1A act,HTR5A ag ctr
Cc1oc2c(c(C)cc3oc(=O)c(CC(=O)NCCCO)c(C)c32)c1C,-9.3,-2.2,9.2,-0.2,103.7,7.2,1.3,10.4,-3.7,-1.9
COc1cccc(/C=C/C(=O)OCC(=O)c2ccc(S(=O)(=O)N3CCCCC3)cc2)c1OC,4.1,-5.7,5.7,-9.9,109.0,13.4,11.5,31.3*,8.6,-5.3
CCOC(=O)c1cnc2cc(-c3ccc(C(C)(C)C)cc3)nn2c1N,-4.2,-0.2,0.7,-0.4,127.4,-21.9,1.1,1.4,-7.0,2.5
COc1cc(C(=O)Nc2nnc(CC(C)(C)C)s2)c([N+](=O)[O-])cc1OC,5.8,-2.9,20.5,0.9,102.7,8.1,-1.4,16.2,-7.9,-2.4
CC(NC(=O)CSc1n[nH]c(=O)n1C1CC1)C12CC3CC(CC(C3)C1)C2 (configuration not stated),6.1,-1.4,4.3,-1.2,102.0,-2.4,1.9,8.7,11.1,-1.8
CCc1cccc(NS(=O)(=O)c2c(C)n[nH]c2C)c1,0.6,-1.0,5.0,-5.3,97.3,7.0,-1.5,5.5,1.1,2.9

Screens (PubChem BioAssay)
